12-LOX inh = inhibitors of human 12S-lipoxygenase ALOX12. P18054. hit rate 1.1% among 580,000. purified 12hLO, xylenol orange hydroperoxide absorbance. Potency, µM (highest dose often 108 µM), for the others: at the highest dose activity change, negative = inhibition, actives largely listed as inhibitors; note: % is set by controls: 0 for no effect and ±100 for the full control effect
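Hydroperoxide product was detected by ferrous iron/xylenol orange as the 573 to 405 nm absorbance ratio. Arachidonic acid at 40 uM (final) was turned over for 30 min at room temperature by 150 nM human 12hLO, pH 7.0 Hepes buffer, after 15 min compound preincubation.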
mIDH1 inhibitor = blocks human mutant IDH1 R132H enzyme. O75874. Potency, µM (doses to about 76.6 µM), without a hit: at the highest dose activity change, negative = inhibition, usual class: inhibitors. hit rate 0.093% among 390,000. AID 602179. IDH1-R132H enzyme, NADPH consumption, diaphorase/resazurin fluorescence; note: % is set by controls: 0 for no effect and ±100 for the full control effect; nearly all actives have a fitted effect of over 65% in size
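IDH1-R132H (0.5 ug/mL dispensed) in pH 7.5 Tris buffer was preincubated 30 min with compound, then given a substrate mix of 0.016 mM NADPH and 2 mM alpha-KG for 80 min at room temperature; remaining NADPH was read by diaphorase/resazurin fluorescence.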
RGS4 inhibitor = blocks human RGS4-accelerated GTP hydrolysis. hit rate 0.039% among 390,000. Transcreener GDP fluorescence polarization, RGS4-accelerated GTP hydrolysis. Potency, µM (titrated, usually from 114 µM), for the others: top-dose activity change, negative = inhibition, actives largely listed as inhibitors. AID 504845. P49798; note: % is set by controls: 0 for no effect and ±100 for the full control effect; nearly all actives have a fitted effect of over 75% in size; some results filed as inactive show a strong effect at the top dose
Target sequence (P49798 whole entry, looked up): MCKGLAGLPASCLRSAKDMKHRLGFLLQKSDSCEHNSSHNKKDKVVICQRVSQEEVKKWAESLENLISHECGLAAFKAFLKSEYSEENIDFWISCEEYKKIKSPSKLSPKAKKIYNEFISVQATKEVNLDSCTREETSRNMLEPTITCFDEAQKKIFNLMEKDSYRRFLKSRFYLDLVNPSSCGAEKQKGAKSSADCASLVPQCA
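MLSMR compounds (23 nl, pin-transferred) preincubated 10 min at room temperature with a 500nM (2x) first reagent, then RGS4 at 900nM (2x) plus Transcreener GDP mix added; fluorescence polarization (620/688 nm) read before and after 90 min at 30 °C.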
Vif-A3F inh = inhibitors of Vif-A3F interaction. HeLa A3F-eYFP + Vif (tagged APOBEC3F with the HIV-1 protein that degrades it), YFP fluorescence increase. Potency, µM (top dose mostly 46.1 µM), for inactives: at the highest dose activity, negative = active. hit rate 0.2% among 390,000; note: % of control where 0% means no effect; nearly all actives have a fitted effect of over 65% in size
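HeLa cells stably expressing A3F-eYFP plus Vif, plated and incubated overnight at 37 deg C, then exposed to compounds overnight at 37 deg C. Blocked degradation read as raised yellow fluorescence (Ex 488/Em 500-530).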
RXFP1 agonist = RXFP1 (human) receptor agonism | AID 2676 | Q9HBX9 | hit rate 0.3% among 370,000 | HEK293T-RXFP1 cAMP TR-FRET, 30 min; response scale: percent of porcine relaxin response, buffer zero | Potency, µM (doses to about 57.5 µM), inactives show at the highest dose activation, actives largely listed as activators; note: % is set by controls: 0 for no effect and ±100 for the full control effect; nearly all actives have a fitted effect of over 60% in size; many of its hits are not listed in these tables
Target sequence (Q9HBX9 whole entry, looked up): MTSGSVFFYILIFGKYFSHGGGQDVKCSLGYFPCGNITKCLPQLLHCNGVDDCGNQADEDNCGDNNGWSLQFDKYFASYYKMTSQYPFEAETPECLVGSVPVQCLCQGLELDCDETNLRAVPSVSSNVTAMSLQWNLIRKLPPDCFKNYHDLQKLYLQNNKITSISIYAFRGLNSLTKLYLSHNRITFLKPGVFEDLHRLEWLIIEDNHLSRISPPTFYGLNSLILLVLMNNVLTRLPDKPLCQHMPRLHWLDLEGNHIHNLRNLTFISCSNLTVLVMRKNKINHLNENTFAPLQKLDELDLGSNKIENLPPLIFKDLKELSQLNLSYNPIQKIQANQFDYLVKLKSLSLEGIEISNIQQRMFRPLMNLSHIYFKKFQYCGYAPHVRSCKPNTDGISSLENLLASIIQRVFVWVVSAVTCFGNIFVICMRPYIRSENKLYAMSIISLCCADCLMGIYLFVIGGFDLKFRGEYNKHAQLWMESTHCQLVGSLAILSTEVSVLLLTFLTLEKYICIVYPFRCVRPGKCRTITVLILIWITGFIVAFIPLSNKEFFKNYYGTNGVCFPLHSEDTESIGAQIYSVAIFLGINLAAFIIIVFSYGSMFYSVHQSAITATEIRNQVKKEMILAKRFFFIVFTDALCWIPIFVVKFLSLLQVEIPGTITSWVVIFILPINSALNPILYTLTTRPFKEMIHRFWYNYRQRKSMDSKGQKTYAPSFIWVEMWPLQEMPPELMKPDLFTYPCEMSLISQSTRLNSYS
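cAMP rise read by TR-FRET after 30 min, 37C compound exposure (up to 58 uM) in RXFP1-transfected HEK293 cells with Ro 20174 present. EC50 from Hill-equation fits, with 29 nM porcine relaxin as 100% and buffer as basal.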
Vif-A3G inh = Vif-A3G binding inhibition; Q9HC16; HeLa A3G-eYFP + Vif (tagged APOBEC3G with the HIV-1 protein that degrades it), YFP fluorescence, overnight; Potency, µM (top dose mostly 46.1 µM), for the others: at the top dose activity, negative = active, usual class: inhibitors; hit rate 0.076% among 410,000; AID 602310;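 note: % is set by controls: 0 for no effect and ±100 for the full control effect; nearly all actives have a fitted effect of over 60% in size; hits raise eYFP signal because A3G escapes Vif-driven loss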
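HeLa cells stably expressing Vif and C-terminally eYFP-tagged A3G, seeded overnight at 37 deg C, then exposed to compound by pintool overnight at 37 deg C. Rise in yellow fluorescence (Ex 488/Em 500-530, Acumen) marks blocked Vif-driven A3G degradation.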
TrxR1 inh = blocks rat thioredoxin reductase 1. hit rate 1% among 390,000. O89049. Potency, µM (titrated, usually from 114 µM), inactives show top-dose activity change, negative = inhibition, hits mostly inhibitors. recombinant rTrxR1, NADPH fluorescence consumption, selenite substrate; note: % is set by controls: 0 for no effect and ±100 for the full control effect; nearly all actives have a fitted effect of over 65% in size
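Rat TrxR1 (90 nM in the dispensed reagent) was pre-reduced with 400 uM NADPH for 5 min at room temperature, then incubated with compound for 15 min. After 400 uM selenite was added, NADPH fluorescence (Ex 340/Em 450 nm) was followed for 8 min.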
USP1 inh = USP1/UAF1 (human) deubiquitinase inhibition | recombinant USP1/UAF1, Ub-Rhodamine cleavage fluorescence | Potency, µM (top dose mostly 57.1 µM), for the others: at the highest dose activity change, negative = inhibition, actives largely listed as inhibitors | AID 743255 | hit rate 0.23% among 390,000 | O94782; note: % is set by controls: 0 for no effect and ±100 for the full control effect; nearly all actives have a fitted effect of over 60% in size; inactives centre near -12
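USP1/UAF1 complex (1 nM) preincubated 15 min at room temperature with compound, then Ub-Rho substrate (150 nM final) added. Kinetic fluorescence at 480/540 nm over 6 reads at 60 s intervals; 50 mM HEPES pH 7.8, 0.5 mM EDTA, 0.1 mg/ml BSA, 1 mM TCEP, 0.01% Tween-20.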
TrxR1 substrate = rat thioredoxin reductase 1 substrate activity; Potency, µM (series often up to 114 µM), inactives show at the top dose activity change, negative = substrate turnover; hit rate 0.01% among 390,000; AID 588456; purified TrxR1 substrate turnover, NADPH consumption readout; O89049; note: % is set by controls: 0 for no effect and ±100 for the full control effect; nearly all actives have a fitted effect of over 50% in size
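Rat TrxR1, dispensed at 90 nM, was prereduced with 400 uM NADPH (final) for 5 min at ~22 deg C, then incubated with compound 15 min before 400 uM selenite. A first-read NADPH fluorescence drop versus no-compound background flagged substrates.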
An asterisk follows results filed as active; ? = inconclusive; / = not tested or not shown; & = joins results of further samples; [ ] = remark or other dose. Calls come from the whole dose curve; as a rule, active = well fitted curve in the direction sought with a large enough effect; inconclusive = small, poorly fitted or top-dose-only effect, or another doubt; inactive = no such curve, though single readings can be large; an effect the other way counts as inactive or inconclusive. Potency is the fitted concentration of half-maximal effect. These rows are one share of the data; count on the stated rates, not on these rows.

SMILES	12-LOX inh	mIDH1 inhibitor	RGS4 inhibitor	Vif-A3F inh	RXFP1 agonist	Vif-A3G inh	TrxR1 inh	USP1 inh	TrxR1 substrate
COc1ccc(N(C)S(=O)(=O)c2ccc(Cl)c(C(=O)NNC(=O)c3ccccc3O)c2)cc1	?	7%	14%	-6%	0.6%	-5%	10%	-8%	-6%
O=C(CN1CCC(n2nnc3cc(F)ccc32)CC1)NCCc1ccccc1	-21%	-1%	26%	1%	1.9%	-1%	9%[57.1 µM]	0%	5%[57.1 µM]
CCCCCOC(=O)c1ccccc1C(=O)O	-7%	4%	?	-1%	0.7%	1%	0%	-10%	-5%
CCn1c(C)nc2cc(C(=O)NNC(=O)c3ccc(Cl)nc3)ccc21	0%	-3%	-2%	-16%	2.7%	-6%	18%[57.1 µM]	-12%	5%[57.1 µM]
COC(=O)c1cccnc1-n1c(=O)c2cccnc2n(Cc2cccc([N+](=O)[O-])c2)c1=O	-17%	7%	17%	6%	3.8%	0%	6%	-7%	-8%
O=C(/C(=N/N=C/c1ccc(O)c(O)c1O)c1ccccc1)c1ccccc1	14µM*	?	?	?	1.2%	?	-8%	?	-4%
O=C(CCC(=O)Nc1nnc(C2CCCCC2)s1)NCc1cccs1	0%[57.4 µM]	0%	7%[11.4 µM]	7%	0.7%	-13%	-7%	-1%	-5%
CC(NC(=O)COC(=O)CN1C(=O)NC2(CCCC2)C1=O)c1ccc(F)cc1 (stereo not given)	-22%	8%	-22%	3%	/	1%	7%	-21%	2%
COC(=O)c1ccc(C(=O)Nc2cc(Cl)ccc2Cl)cc1NC(=O)c1ccccc1C	-10%	-9%	15%	-13%	6.1%	1%	47%[activator]	1%	32%[activator]
O=C(COC(=O)c1ccc(F)c(S(=O)(=O)N2CCOCC2)c1)c1ccccc1	8%	3%	-4%	7%	/	1%	14%	-19%	4%

A stretch of the results above:
SMILES	12-LOX inh	mIDH1 inhibitor	RGS4 inhibitor	Vif-A3F inh	RXFP1 agonist	Vif-A3G inh	TrxR1 inh	USP1 inh	TrxR1 substrate
COC(=O)c1cccnc1-n1c(=O)c2cccnc2n(Cc2cccc([N+](=O)[O-])c2)c1=O	-17%	7%	17%	6%	3.8%	0%	6%	-7%	-8%
O=C(/C(=N/N=C/c1ccc(O)c(O)c1O)c1ccccc1)c1ccccc1	14µM*	?	?	?	1.2%	?	-8%	?	-4%

More entries follow.
SMILES	12-LOX inh	mIDH1 inhibitor	RGS4 inhibitor	Vif-A3F inh	RXFP1 agonist	Vif-A3G inh	TrxR1 inh	USP1 inh	TrxR1 substrate
CN(CC(=O)Nc1cccc(F)c1)C(=O)CC1CC2CCC1C2 (stereo not given)	15%	6%	-7%	-5%	-1.6%	0%	-4%	-15%	-4%
Cc1ccc(C(=O)OCC(=O)Nc2ccc(C(N)=O)cc2)s1	69%[activator]	-7%	-6%	2%	0.1%	-1%	15%	-9%	7%
COC(=O)Cc1nc2ccccc2[nH]1	0%	-3%	-5%	-19%	0.0%	-1%	-12%	7%	-1%
Cc1noc(C)c1C(=O)NCCC1=CCCCC1	-4%	5%	-53%	-11%	0.4%	2%	21%[57.1 µM]	-7%	9%[57.1 µM]
CC(=O)N[C@@H](Cc1c[nH]c2ccccc12)C(=O)OCC(=O)Nc1ccc2c(c1)OCO2	-7%	5%	7%	3%	/	2%	-29%	-4%	6%
CCCCCCS(=O)[C@H]1CS(=O)(=O)C[C@@H]1S(=O)CCCCCC (stereo not given in full)	?	-1%	-30%	-5%	1.1%	-2%	6%[57.1 µM]	2%	1%[57.1 µM]
O=C(CN1CCCCC1)Nc1ccccc1Oc1ccccc1	95%[activator]	1%	-11%	-8%	-2.2%	-6%	9%[11.4 µM]	-18%	11%
Cc1cccc(C(=O)NC(=S)Nc2c(C)n(C)n(-c3ccccc3)c2=O)c1	?	0%	-15%[56.9 µM]	-5%	/	-1%	-25%	-11%	-10%
CCOC(=O)c1c(C)n(-c2ccccc2)c2ccc(O)c(CN(C)C)c12	2%	-4%	-2%	3%	0.5%	2%	10%[57.1 µM]	-7%	4%[57.1 µM]
N#C/C(=C\c1ccc(-c2ccc(S(=O)(=O)N3CCOCC3)cc2)o1)C(=O)NC1CC1	-38%	3%	-7%	15%	0.3%	0%	-9%[57.1 µM]	-12%	-1%[57.1 µM]
CCOc1ccc(-c2cccc(NS(=O)(=O)c3c(C)cc(C)cc3C)c2)nn1	-24%	-7%	2%	-7%	1.3%	-3%	10%[57.1 µM]	-27%	-3%[57.1 µM]
O=C(NCCc1ccc(F)cc1)C1CCN(C(=O)Nc2ccccc2)CC1	2%	-4%	0%	-12%	-1.2%	1%	-2%	-12%	-4%
Cc1nc2ccccc2c2oc(C(=O)NCc3ccc4c(c3)OCO4)cc12	10%	15%	-39%	-5%	0.5%	-10%	8%[57.1 µM]	-17%	21%[57.1 µM]
Nc1c2c(nc3ccccc13)N(c1ccccc1)CC2	?	-2%	8%[11.4 µM]	7%	0.5%	0%	14%[57.1 µM]	-14%	53%[activator][57.1 µM]
Cc1cc2nc(-c3ccc(SCC(=O)N4CCN(C(=O)c5ccco5)CC4)nc3)[nH]c2cc1C	0%	8%	?	-2%	3.9%	-11%	13µM*	-16%	43%[activator]
CC(C)Cn1cnc2c(Sc3c([N+](=O)[O-])ncn3C)nc(N)nc21	?	-3%	28%	5%	/	-2%	2µM*	-2%	-8%
CN1C(C(=O)Nc2cccc(O)c2)=CC(c2cccs2)=NS1(=O)=O	?	9%&-28%	-3%&17%	3%&2%	-0.3%&-5.0%	-8%&4%	6%[57.1 µM]	-23%&-7%	-5%[57.1 µM]
O=C(NCc1ccccc1)C(=O)NCC1OCCN1S(=O)(=O)c1ccc(Br)cc1 (stereo not given)	-11%	-8%	42%	-7%	0.1%	2%	28%	-2%	3%
CCCCn1c(SCC(=O)Nc2ccc3c(c2)CCC3)nc2ccccc2c1=O	-5%	-5%	-19%[11.4 µM]	0%	0.4%	-2%	-24%	-3%	-16%
O/N=C/C1=C(Cl)c2ccccc2CC1	4%	1%	25%	-20%	0.2%	-12%	15%[57.1 µM]	-3%	-1%[57.1 µM]
Cn1cc(C(CO)Cc2ccccc2)c2ccccc21 (stereo not given)	-27%	26%	-17%	0%	1.9%	-2%	12%[57.1 µM]	-4%	5%
O=C(Nc1ccc(Cl)c(Cl)c1)c1ccc(Cn2c(=O)[nH]c3ccsc3c2=O)cc1	-6%	-14%	-15%	?	26%	-21%	10%[57.1 µM]	-15%	10%[57.1 µM]
CCCNC(=O)c1c(O)c2c([nH]c1=O)CCCC2	-20%	16%	-10%	-24%	1.4%	3%	17%[57.1 µM]	?	10%[57.1 µM]
Cc1ccc(NC(=O)/C(=C/c2cccs2)NC(=O)c2ccco2)cc1	19%	-3%	-18%	0%	-0.4%	0%	-11%	-2%	-15%
COc1cccc(-c2nc(C(=O)NCC3CCCO3)cc3c2[nH]c2ccccc23)c1 (stereo not given)	-3%	-4%	-14%	11%	0.2%	1%	7%	?	27%
OCCNc1nc2ccc(Cl)cc2[nH]1	/	-3%	3%	-1%	-0.3%	-7%	10%	1%	4%
CNC(=O)NC(=O)C(c1ccccc1)N(C)CC1COc2ccccc2O1 (stereo not given)	-7%	-9%	-3%	?	0.2%	-6%	13%	?	6%
Cc1cc(C)n(CC(O)COc2ccc(C(C)(C)C)cc2)n1 (stereo not given)	1%	4%	18%	-2%	7.4%	-1%	18%	-25%	3%
CN(CC(=O)Nc1cccc(F)c1)C(=O)CCCNC(=O)c1ccc(Cl)cc1	12%	-5%	9%	-19%	0.3%	4%	9%	-2%	-1%
CCOC(=O)C1(CCOc2ccccc2)CCN(C(=O)c2ccc(-n3cccn3)cc2)CC1	7%	13%	-10%	3%	1.0%	-1%	31%[57.1 µM]	-2%	6%[57.1 µM]
CC(=O)N1CCc2cc(Br)cc(S(=O)(=O)N3CCC(C)CC3)c21	-22%	11%	16%	-4%	0.7%	1%	8%[2.29 µM]	-2%	9%[2.29 µM]
COCCn1cc(C(=O)N2CCC(C)CC2)c2c3ccccc3n(C)c2c1=O	-2%	1%	-2%	1%	3.6%	2%	42%[57.1 µM]	2%	121%[activator]
COc1cccc(-c2cc(C(=O)Nc3ccccc3)c3ccccc3n2)c1	?	2%	-4%	-10%	/	-3%	22%[57.1 µM]	-17%	6%[57.1 µM]
COc1ccc(-n2cc(CNCCCn3ccnc3)c(-c3cccc(F)c3)n2)cc1	?	-14%	-4%	-8%	-0.7%	3%	-8%	-14%	21%
COc1ccc2c(c1)C(=O)[C@H](O)[C@@H](c1ccc(OC)c(Br)c1)O2	?	-13%[38.3 µM]	4%	2%	7.1%	0%	7%	-24%	20%
O=C(Nc1ccncc1)Nc1ccncc1	8%	4%	-11%	-1%	1.9%	1%	22%[57.1 µM]	-16%	3%[57.1 µM]
CCc1cc(=O)oc2cc(O[C@@H]3O[C@H](CO)[C@@H](O)[C@H](O)[C@H]3O)c(Cl)cc12	0%	-5%	0%	-23%	3.0%	-3%	20%	-20%	11%

Source: PubChem BioAssay (National Center for Advancing Translational Sciences (NCATS))
